Screening results from PubChem.
SSB-PriA inh = inhibitors of Klebsiella pneumoniae PriA binding to SSB C-terminal tail, primary screen, biochemical, AlphaScreen; PriA–SSB C-terminal tail interaction (Klebsiella pneumoniae); AlphaScreen SSBct-PriA binding, biotinylated peptide; inhibition, % at 33 µM; 0.6% of 430,000 active; AID 1272365, 2023; in the data active = inhibition mostly above about 37%, no sharp cut-off; inactive = mostly below about 20%;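 also: plate controls were negative control peptide for no effect and reference peptide for full effect; strong numbers were not always called active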
Active calls of the source: *; & = joins results of further samples.

SMILES	SSB-PriA inh
O=c1c2ccccc2nc(COc2ccccc2)n1N=Cc1ccc(O)cc1O	-1.1
COC(=O)c1sccc1-c1ccc(C=NOC(=O)c2ccccc2)o1	-19.7
CCOC(=O)c1ccccc1NC(=O)CSc1ccc2nnc(-c3cccc(F)c3)n2n1	-8.0
CCOC(=O)N1CCN(C(c2cccnc2)c2c(NC(=O)c3ccco3)sc(C)c2C)CC1 (configuration not stated)	-6.0&0.0
Cn1c(N)c(C=O)c(=O)n(C)c1=O	-4.0
CNC(=S)NN=C(C)c1ccc2c(c1)OCCO2	5.7
CN1CCc2cc(C(CNC(=O)C(=O)Nc3ccc(F)c(Cl)c3)N(C)C)ccc21 (configuration not stated)	11.0
c1ccc(-c2cn(C3CNC3)nn2)cc1	-1.0
CSc1ccc(-c2noc(Cc3nnc(-c4ccc(C)c(C)c4)o3)n2)cc1	-14.0
COc1ccc(C)cc1N1C(=N)C(=C2Nc3ccccc3S2)C(c2ccccc2)C1=O (configuration not stated)	-3.4
CCOC(=O)c1c(NC(=O)CSc2ncnc3scc(-c4ccc(OC)cc4)c23)sc2c1CCCC2	-5.0
CSc1cccc2sc(N(Cc3cccnc3)C(=O)c3cccc(N4C(=O)CCC4=O)c3)nc12	-25.0
CCOc1ccc(C(=O)NCc2ccsc2)cc1	-5.0
COc1ccc(CC(=O)Nc2ccc(N3CCCCS3(=O)=O)cc2)cc1	-12.0
CC(C)COc1ccc(C(O)=C2C(=O)C(=O)N(CCN(C)C)C2c2ccncc2)cc1 (configuration not stated)	2.7

A draw from above in order of length of the SMILES, smallest number first.
SMILES	SSB-PriA inh
c1ccc(-c2cn(C3CNC3)nn2)cc1	-1.0
CCOc1ccc(C(=O)NCc2ccsc2)cc1	-5.0
CNC(=S)NN=C(C)c1ccc2c(c1)OCCO2	5.7
CSc1cccc2sc(N(Cc3cccnc3)C(=O)c3cccc(N4C(=O)CCC4=O)c3)nc12	-25.0

Additional results follow:
SMILES	SSB-PriA inh
CC(=NNC(=O)c1ccco1)c1ccc(-c2ccccc2)cc1	-1.5
Cn1ccnc1SCC1CCN(S(=O)(=O)c2cccnc2)CC1	16.0
Fc1ccccc1C=NNc1ccc(Cl)nn1	4.8
O=C(Cn1cccc(S(=O)(=O)N2CCOCC2)c1=O)Nc1ccc(F)c(Cl)c1	-11.0
O=C(Nc1ccccc1Br)c1n[nH]nc1-c1ccccc1	-7.0
CC(C)(C)Cc1nnc(C2CCCN(C(=O)Nc3ccccc3)C2)o1 (configuration not stated)	-9.0&-2.0
CC(=NNC(=O)C(c1ccccc1)c1ccccc1)c1ccc(O)cc1	2.1
COc1ccc(C(=O)/C=C/c2cccs2)cc1	-2.0
O=C(NC[C@H](Cc1cccc(F)c1)N1CCCC1=O)c1ccc[nH]c1=O	-2.0
COc1ccccc1N1CCN(CCNC(=O)c2cc(-c3ccc(F)cc3)nn2C)CC1	5.0
Cc1cc(-c2n[nH]c(=S)n2N=C/C(Cl)=C/c2ccccc2)n[nH]1	-1.9
CCC(=O)Nc1c(C)n(C)n(-c2ccccc2)c1=O	-1.0
COc1ccc(C=NNC(=O)c2ccccc2OC)cc1COc1ccccc1C	-17.1
Cc1cc(C(=O)NCC2CCCN(c3nccs3)C2)c(C)o1 (configuration not stated)	4.0
CCc1cc(=O)oc2c(C)c(OCC(=O)N3C[C@H]4C[C@H](C3)c3cccc(=O)n3C4)ccc12	-7.4

As a short view, 5 of the compounds above.
SMILES	SSB-PriA inh
CC(=NNC(=O)c1ccco1)c1ccc(-c2ccccc2)cc1	-1.5
Cn1ccnc1SCC1CCN(S(=O)(=O)c2cccnc2)CC1	16.0
Fc1ccccc1C=NNc1ccc(Cl)nn1	4.8
O=C(Cn1cccc(S(=O)(=O)N2CCOCC2)c1=O)Nc1ccc(F)c(Cl)c1	-11.0
O=C(Nc1ccccc1Br)c1n[nH]nc1-c1ccccc1	-7.0

Going on with the list:
SMILES	SSB-PriA inh
Cc1cc(C(=O)NCCC(O)c2cccn2C)c(C)o1 (configuration not stated)	13.0
CN(C)S(=O)(=O)c1ccc(C(=O)NCC2(c3cccs3)CCCC2)cc1	-16.0
Cc1onc(-c2ccccc2Cl)c1C(=O)NCc1ccc(C(=O)c2cccs2)s1	4.0
COc1ccc(C2C(=C(O)c3ccc4c(c3)CC(C)O4)C(=O)C(=O)N2CCCn2ccnc2)cc1OC (configuration not stated)	-17.9
Cc1cc2ncc(NC(=O)c3ccccc3Cl)cn2n1	-7.0
Cn1/c(=N/NC(=O)COc2ccc(Cl)cc2Cl)sc2ccccc21	-27.0
CN(C)S(=O)(=O)c1ccc(C(=O)NCC2(c3ccsc3)CCCC2)cc1	-4.0
COc1ccc(OC)c(S(=O)(=O)NN=Cc2ccc3c(c2)OCO3)c1	-2.3
COCCN1CCC(CNC(=O)C(=O)NC2CCCC2)CC1	-2.0
O=C(CSc1ccc2nnc(CCNC(=O)c3ccc(F)cc3)n2n1)Nc1cccc([N+](=O)[O-])c1	-4.0
CCC(=NNC(=O)C1CCCC1)c1ccc(Br)cc1	-6.0
Cc1cc(NC(=O)C2CC(=O)N(c3ccccc3)C2)n(C2CCS(=O)(=O)C2)n1 (configuration not stated)	-17.0
COC(=O)c1ccc(CSc2nnc3n2CCN3c2ccccc2)o1	15.0
O=C(CSCc1ccccc1)N1Cc2cncnc2C1	-12.0
COc1ccc(-c2noc(-c3ccc(CS(=O)(=O)Cc4cccc(C)c4)o3)n2)cc1OC	-6.0
COc1ccccc1NC(=O)CNS(=O)(=O)c1cc(C)ccc1C	3.0
Cc1ccc(C(=O)NCC(c2ccsc2)N2CCOCC2)cc1C (configuration not stated)	-12.0
CCN1C(=O)C(C)(C)COc2cc(NS(=O)(=O)c3ccc(Cl)s3)ccc21	-3.0
CCOCCSc1nnc(CNC(=O)c2ccc(F)cc2)o1	-2.0
Cc1ccc(NC(=O)c2nn(C)c3ccccc23)c(Br)c1	-9.0
Cc1ccc(C=NNC(=O)C(C)Oc2cccc3ccccc23)o1 (configuration not stated)	1.6
COc1ccccc1C1(CNS(=O)(=O)Cc2ccc(C(F)(F)F)cc2)CCOCC1	-8.0
O=C(c1ccco1)N1CCc2ccc(NS(=O)(=O)c3ccc(F)cc3F)cc21	8.0
O=C(NCc1ccccn1)c1ccc(S(=O)(=O)N(Cc2ccco2)C2CC2)o1	-22.0
Cc1ccc(NC(=O)CSc2ccc(NC(=O)c3cccs3)nn2)cc1F	-13.0
CC(CCC(=O)N=Nc1c(O)[nH]c2ccc(Cl)cc12)C1CCC2C3C(O)CC4CC(O)CCC4(C)C3CCC12C (configuration not stated)	-4.0
CCSc1ccccc1C(=O)NCC1(c2ccc(OC)cc2)CCCC1	-4.0
Cc1ccc(-c2ccc(C=NNC(=O)c3cc4c(ccc5ccccc54)o3)o2)cc1[N+](=O)[O-]	-4.1
O=C(NCC(=O)N1CCOC(c2ccccc2)C1)c1ccc(F)c(F)c1 (configuration not stated)	-5.0
COc1ccc2cc(C(=O)N(Cc3ccsc3)C3CC3)[nH]c2c1	-6.0

Next part; the last 4 above are carried over.
SMILES	SSB-PriA inh
CCSc1ccccc1C(=O)NCC1(c2ccc(OC)cc2)CCCC1	-4.0
Cc1ccc(-c2ccc(C=NNC(=O)c3cc4c(ccc5ccccc54)o3)o2)cc1[N+](=O)[O-]	-4.1
O=C(NCC(=O)N1CCOC(c2ccccc2)C1)c1ccc(F)c(F)c1 (configuration not stated)	-5.0
COc1ccc2cc(C(=O)N(Cc3ccsc3)C3CC3)[nH]c2c1	-6.0
Cc1ccc(C2CC(c3cccs3)=NN2C(=O)CSc2nnc(CNC(=O)COc3ccccc3)n2-c2ccc([N+](=O)[O-])cc2)cc1 (configuration not stated)	14.0
CCOC(=O)Nc1nc(CC(=O)N2CCc3ccccc32)cs1	-4.0
O=S(=O)(c1ccccc1F)N(CCc1cccs1)Cc1ccoc1	-10.0
Cc1nc2ccccn2c1C(=O)NCCN1Cc2ccccc2OCC1=O	-18.0
COc1cccc(NC(=O)CSc2c[nH]c3ccccc23)c1	0.0
CC(C)(C)c1ccc(S(=O)(=O)NCC#CCN2CCCC2)cc1	-4.0
CN(C)c1ccc(OC2CCN(S(=O)(=O)C3CC3)C2)nn1 (configuration not stated)	-3.0
O=S(=O)(c1ccc2c(c1)CCO2)N1CCS[C@H]1c1ccc(F)c(Br)c1	-1.0
CCOc1cc(-c2nnc(NC(=O)c3cc(C)on3)o2)cc(OCC)c1OCC	-15.0
Cc1nnc(C2CCN(C(=O)c3sc(C)nc3C)CC2)s1	-22.0
CN(C)c1ccc(C(=S)N2CCN(C(=S)c3cccc([N+](=O)[O-])c3)CC2)cc1	-16.0
C(=NNc1nc2ccccc2[nH]1)c1ccccn1	0.5
Cn1nc(C2CCN(C(=O)CCC(=O)c3ccccc3)CC2)n(C2CC2)c1=O	-2.0
CC(=O)Nc1ccc(S(=O)(=O)Nc2ccc(-n3nnn(C)c3=O)cc2)cc1	-3.0
CCOC(=O)c1c(NC(=O)c2ccc(C)c(S(=O)(=O)N3CCCC3)c2)sc2c1CCC2	-3.0
NS(=O)(=O)c1ccc(CCNC(=O)C(=O)NCC(c2ccco2)N2CCOCC2)cc1 (configuration not stated)	-11.0&-9.0
NC(=O)COc1ccc(S(=O)(=O)NCc2cccnc2-c2ccsc2)cc1	-3.0
CCOc1ccccc1C=NNC(=O)c1nnn(-c2nonc2N)c1CN1CCCC1	2.4
COc1ccc(C)cc1NC(=O)CSc1nccn2nc(-c3ccc(Cl)cc3)cc12	-9.0
CCC(CC(=O)C(F)(F)F)=NNC(=O)/C(C#N)=C/N(C)C	-0.8
COc1ccc(C(=O)N2CCN(c3ccc(-c4ccc(C)cc4C)nn3)CC2)c(OC)c1	1.0
COc1ccccc1CNC(=O)c1cn(C)nn1	-3.0
COc1ccccc1-c1ccc(N2CCN(C(=O)NCc3ccccc3)CC2)nn1	-11.0&1.0
CCOc1ccc(C(=O)Nc2nc3c(C)cc(C)cc3s2)cc1	2.0
COc1ccc(S(=O)(=O)N2CCC(c3nc4ccccc4[nH]3)CC2)cc1C	2.0
C=CCNC(=O)C(=O)NCC(c1ccc2c(c1)OCO2)N1CCN(c2ccccc2F)CC1 (configuration not stated)	-5.0
Cc1cccc(S(=O)(=O)Nc2ccc(C(=O)N3CC(Oc4nccs4)C3)cc2)c1	-9.0
Cc1nc2sc(C)c(C)n2c(=O)c1NC(=O)c1cccs1	-2.0
O=C(CN1CCCCCC1)NN=Cc1ccc2ccccc2c1	-3.0
Cc1cc2nc(N(Cc3cccnc3)C(=O)c3ccc(C#N)cc3)sc2cc1C	5.0
COc1ccc2oc(-c3csc(NC(=O)c4ccccc4Cl)n3)cc2c1	-13.0&-2.0
Cc1ccc(C(=O)ON=Cc2ccc(N3CCCCC3)c([N+](=O)[O-])c2)cc1	9.8
Cc1ccn(-c2ccc(Nc3ccc(NC(=O)c4c(F)cccc4F)cc3)nn2)n1	-11.0
CC(=O)Nc1sc(NN=Cc2ccc(O)cc2)nc1-c1cccs1	-9.2
O=C(NCc1cccs1)C(=O)NCC(c1ccsc1)N1CCCCCC1 (configuration not stated)	-5.0
CCOc1ccc(NC(=O)NCCOc2ccc3nnc(-c4cccc(F)c4)n3n2)cc1	-1.0
CCN1C(=O)C(C)(C)COc2ccc(NS(=O)(=O)c3ccc4ccccc4c3)cc21	6.0
COCC(=O)N1CCCc2ccc(NC(=O)c3cc(Br)cs3)cc21	0.0
O=C(Nc1onc2c1CCCC2)c1nc2ccccc2s1	-12.0
O=C(CCCS(=O)(=O)Cc1ccccc1)Nc1cccc(Br)c1	-11.0
Cc1ccccc1-c1noc(C[C@H]2CCCN(C(=O)CSC3CCCC3)C2)n1	-11.0
COc1cc(C=Nn2cnnc2)ccc1OCc1ccc(C)cc1	-12.6
CCc1ccc(C=NNC(=O)c2cc(C3CC3)nc3ccccc23)s1	-13.8
CCn1c(=NC(=O)CN2C(=O)CCC2=O)sc2c(C)ccc(OC)c21	4.0
COc1cc(C(=O)NN=Cc2ccc(OC(=O)N3CCOCC3)cc2)cc(OC)c1OC	-7.0
Cc1ccc(C)c(C(O)=C2C(=O)C(=O)N(CCN3CCOCC3)C2c2ccc(C)o2)c1 (configuration not stated)	-9.6
O=C(NCCCc1ccccc1)c1nnn(-c2ccccc2F)c1-c1cccnc1	5.0
CCCNC(=O)CCCCn1c(=O)c2ccccc2n(CC(=O)Nc2cccc(OC)c2)c1=O	-1.0
O=C(NCc1nccc(N2CCOCC2)n1)Nc1ccc(F)cc1F	-2.0
N#C/C(=C\Nc1ccc(F)cc1)c1nc(-c2cccc(Br)c2)cs1	9.0
Cn1ccnc1S(=O)(=O)C1CCN(C(=O)c2ccc3nsnc3c2)CC1	-12.0
CNc1nn(CC(=O)Nc2ccc3c(c2)OCCO3)c(N)c1-c1nc(-c2ccc(C)cc2)no1	24.0
O=C(NCCC1=CCCCC1)C1CC1	-10.0&-1.0
CS(=O)(=O)c1ccc(CCC(=O)Nc2ccc3c(c2)N(C(=O)c2ccco2)CC3)cc1	-1.0
COc1ccc(S(=O)(=O)N2CCn3cccc3[C@H]2c2ccc(Cl)cc2Cl)cc1C	-7.0
O=C(COc1cccc2ccccc12)N1CCN(c2ccc3nncn3n2)CC1	3.0
NC(=O)c1c(NC(=O)COc2ccc(Cl)cc2)sc2c1CCN(Cc1ccccc1)C2	-14.0
CCCCC(=O)Nc1sc(C)c(C)c1C(N)=O	11.0
Cc1c(C)n2c(SCC(=O)Nc3cc(C(F)(F)F)ccc3Cl)nnc2[nH]c1=O	3.0&3.0
COc1ccc2c(c1)-c1nc(N=Cc3ccc(O)c(OC)c3)sc1CC2	20.3

(continued)
SMILES	SSB-PriA inh
Nc1cc(-c2ccsc2)ccc1C(=O)O	-19.0
O=C(Cc1cccs1)Nc1ccc2c(c1)CN(C(=O)c1ccco1)CC2	-8.0
COc1cccc(-c2cc(=O)[nH]c(SCc3nc(-c4ccc(Br)cc4)no3)n2)c1	-15.0
COC(=O)C12CCC(C)(C(O)C1)C2(C)C (configuration not stated)	-15.0
COc1ccc(/C=C2\Oc3c4c(cc(C)c3C2=O)OCN(C2CCS(=O)(=O)C2)C4)cc1 (configuration not stated)	-4.0
COc1ccc(CCC(=O)NCCn2nc(-c3ccco3)ccc2=O)cc1	-2.0
CCOC(=O)c1csc(NC(=O)c2cccc(OC)c2OC)n1	16.0

The list is partial (hit frequency here may not be typical).
